Compound activity as filed in PubChem.
D3 ag – activates the human D3 dopamine receptor | hit rate 0.58% among 410,000 | AID 652048 | D3R DiscoveRx beta-arrestin cells, luminescence, 90 min | max activation, % | P35462; in the data active means max activation above about 30%; further: 0% is about no effect; mostly tested at two doses, the higher about 12 µM
Target sequence (P35462 whole entry, looked up): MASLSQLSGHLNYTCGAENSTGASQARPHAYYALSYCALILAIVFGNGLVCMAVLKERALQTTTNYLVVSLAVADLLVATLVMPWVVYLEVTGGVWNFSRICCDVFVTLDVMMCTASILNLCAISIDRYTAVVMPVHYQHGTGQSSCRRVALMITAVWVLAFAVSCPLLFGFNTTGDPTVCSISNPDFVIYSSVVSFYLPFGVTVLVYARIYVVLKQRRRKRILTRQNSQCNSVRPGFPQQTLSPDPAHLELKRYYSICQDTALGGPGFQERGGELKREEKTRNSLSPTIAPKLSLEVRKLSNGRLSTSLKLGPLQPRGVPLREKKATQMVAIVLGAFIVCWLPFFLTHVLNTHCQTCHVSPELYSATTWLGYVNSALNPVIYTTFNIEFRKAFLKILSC
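Agonist mode: compounds and dopamine controls were applied to plated cells for 90 min at 37 degrees C after an overnight attachment at 1500 cells/well. Luminescent read-out followed 30 - 60 minutes at room temperature with DiscoveRx detection reagent.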
aSyn rescue – rescues yeast growth from alpha-synuclein toxicity; Yeast expressing alpha-synuclein, growth rescue, BacTiter-Glo, 24 h; Potency, µM (doses to about 46.1 µM), without a hit: at the top dose growth rescue (activation), usual class: activators; hit rate 0.14% among 370,000; AID 652106; further: potency means the concentration at half of the fitted maximal effect; % of control where 0% means no effect; nearly all actives have a fitted effect of over 65% in size
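Galactose-induced alpha-syn yeast (OD600=0.02, raffinose-pregrown) + pinned cpd, 24 hr, 30 deg C; growth by BacTiter-Glo luminescence. Growth restoration scores as activation.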
HEK293 tox – cytotoxicity in counter-screen for GLP-1R inverse agonists; HEK293 cAMP-luciferase reporter cells, luminescence, 24 h; Potency, µM (top dose mostly 38.3 µM), for the others: at the highest dose activity change, negative = inhibition, usual class: inhibitors; hit rate 0.13% among 410,000; AID 624418;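 further: loss of luciferase light is scored as toxicity; potency means the concentration at half of the fitted maximal effect; on the % scale 0 is the no-effect control and ±100 the full control effect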
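MLSMR compounds, 24 hr on cells at 37 deg C/5% CO2; luminescence after luciferase reagent (12 min RT). Inhibition counted as the undesired cytotoxic outcome.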
DRD3 antagonist – antagonists of human D3 dopamine receptor. P35462. D3R cells, DiscoveRx beta-arrestin luminescence, antagonist mode; stronger effect = lower value. max response, negative = inhibition, %. hit rate 2.5% among 360,000; in the data active means max response below about -50%; inconclusive means no clear call, values can overlap the other calls; further: on the % scale 0 is the no-effect control and ±100 the full control effect; mostly tested at two doses, the higher about 12 µM
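Cells expressing the human receptor were seeded at 1500 cells/well, incubated overnight at 37 degrees C in 5% CO2, then exposed to library compounds with dopamine controls for 90 minutes at 37 degrees C before luminescent detection.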
KB-V1 MDR tox – kills drug-selected multidrug resistant KB-V1 cells. Potency, µM (series often up to 46.1 µM), inactives show at the top dose activity change, negative = cytotoxicity, actives largely listed as cytotoxic. hit rate 3.4% among 400,000. KB-V1 MDR cells viability, CellTiter-Glo, 72 h; further: potency means the concentration at half of the fitted maximal effect; on the % scale 0 is the no-effect control and ±100 the full control effect; nearly all actives have a fitted effect of over 60% in size
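Cytotoxicity via CellTiter-Glo luminescence after 72 h compound exposure at 37 degrees C. Cells: drug-selected KB-V1 line, DMEM phenol-red free plus 10% FBS. Compounds tested at multiple concentrations; normalized data fitted to concentration-effect curves.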
GLP1R ag – agonists of human GLP-1 receptor; P43220; HEK293 GLP-1R CRE-luciferase, luminescence, 4-6 h; cells express a hypersensitive GLP-1R form; Potency, µM (top dose mostly 45.6 µM), inactives show at the top dose activation, hits mostly activators; hit rate 0.007% among 380,000; AID 624172; further: potency means the concentration at half of the fitted maximal effect; % of control where 0% means no effect
GLP-1R inv ag – acts as inverse agonist at human GLP-1 receptor; P43220; HEK293 GLP-1R CRE-luciferase, luminescence, 24 h; GLP-1R form is constitutively active; Potency, µM (series often up to 38.3 µM), inactives show top-dose activity change, negative = inhibition, usual class: inhibitors; hit rate 1.6% among 410,000; further: potency means the concentration at half of the fitted maximal effect; on the % scale 0 is the no-effect control and ±100 the full control effect; nearly all actives have a fitted effect of over 55% in size
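qHTS in 1536-well format: reporter HEK293 cells expressing constitutive GLP-1R activity in DMEM + 10% Nu serum, 24 hr with compounds at 37 deg C, luminescence read after 12 min with detection reagent.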
PTHR1 ag – agonists of human PTHR1 parathyroid hormone receptor | Q03431 | HEK293 GP2 PTHR1 cells, GloSensor cAMP luminescence, 1 h | Potency, µM (doses to about 115 µM), for the others: at the top dose activation, usual class: activators | hit rate 0.075% among 410,000 | AID 743266; further: potency means the concentration at half of the fitted maximal effect; nearly all actives have a fitted effect of over 55% in size; some results filed as inactive show a strong effect at the top dose; inactives centre near -15; many of its hits are not listed in these tables
Target sequence (Q03431 whole entry, looked up): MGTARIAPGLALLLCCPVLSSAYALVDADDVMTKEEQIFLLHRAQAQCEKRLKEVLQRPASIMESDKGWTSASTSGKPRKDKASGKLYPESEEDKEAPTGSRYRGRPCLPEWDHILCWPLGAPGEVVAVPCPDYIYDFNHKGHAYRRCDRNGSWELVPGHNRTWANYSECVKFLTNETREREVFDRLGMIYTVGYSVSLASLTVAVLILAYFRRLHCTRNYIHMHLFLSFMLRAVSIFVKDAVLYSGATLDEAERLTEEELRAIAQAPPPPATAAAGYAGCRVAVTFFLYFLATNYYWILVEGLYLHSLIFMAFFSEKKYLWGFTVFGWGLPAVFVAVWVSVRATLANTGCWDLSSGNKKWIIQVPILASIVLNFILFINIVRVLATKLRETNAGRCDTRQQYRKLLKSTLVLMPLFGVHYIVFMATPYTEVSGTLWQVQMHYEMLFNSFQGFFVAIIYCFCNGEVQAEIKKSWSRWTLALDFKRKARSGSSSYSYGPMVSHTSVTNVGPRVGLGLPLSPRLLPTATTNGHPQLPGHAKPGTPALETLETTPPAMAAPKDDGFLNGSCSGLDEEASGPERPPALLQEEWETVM
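HEK-293-derived GP2 cells expressing PTHR1 and a GloSensor cAMP reporter, 3,000/well, plated overnight, given luciferin plus IBMX (each 0.5 mM as added) for 1 h at 37 °C, then compound for 1 h at 37 °C. Luminescence was read after 15 min at room temperature.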
TDP-43 yeast inh – rescues yeast growth from TDP-43 toxicity; TDP-43 expressing yeast growth rescue, BacTiter-Glo, 24 h; Potency, µM (highest dose often 46.1 µM), for the others: top-dose growth rescue (activation), most hits filed as activators; hit rate 1.8% among 410,000; further: potency means the concentration at half of the fitted maximal effect; % of control where 0% means no effect; nearly all actives have a fitted effect of over 50% in size
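Yeast cells expressing TDP-43 under galactose induction are exposed to compounds for 24 hr at 30 deg C. BacTiter-Glo luminescence measures growth, so protective compounds score as activators.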
Starred values were filed as active, the others as inactive; i = inactive; ? = inconclusive; · = no result given; & = joins results of further samples; [ ] = another dose, or the depositor's remark. Unless noted, the call rests on the fitted dose curve; in most records, active means well fitted curve in the direction sought with a large enough effect; inconclusive means small, poorly fitted or top-dose-only effect, or another doubt; inactive means no such curve, though single readings can be large; an effect the other way counts as inactive or inconclusive. A portion of the library; rates above refer to the full screens.

1. COCCCn1c(C)cc(C(=O)COC(=O)CCc2nc3ccccc3c(=O)[nH]2)c1C
2. CCOc1ccc(Nc2oc(-c3ccccc3Cl)nc2C#N)cc1
3. CCCC(CCC)C(=O)NC1CCN(Cc2ccccc2)CC1
4. O=C(NCC(c1ccc(F)cc1)N1CCOCC1)c1cc(F)c(F)c(F)c1F (stereo not given)
5. CC(C)C[C@H](NC(=O)OC(C)(C)C)C(=O)N[C@@H](CO)[C@H](O)[C@@H]1C[C@@H]1C(=O)N(C)C
6. COc1ccc(OCCn2c(C(C)Oc3ccccc3)nc3ccccc32)cc1 (stereo not given)
7. CCN(CC)CCNC(C(=O)Nc1cc(C(F)(F)F)ccc1Cl)c1ccccc1 (stereo not given)
8. C/C(N)=C(/C#N)C(=O)COC(=O)c1ccccc1Oc1ccccc1
Assay by compound	1	2	3	4	5	6	7	8
D3 ag	5	-5	-26	0	-1	-6	-13	5
aSyn rescue	3%	0%	0%	11%	4%	·	1%	13%
HEK293 tox	1%	6%	4%	8%	?	17%	?	-1%[0.307 µM]
DRD3 antagonist	4	21	-15	16	12	·	-5	4
KB-V1 MDR tox	16%	?	-7%	-20%	-15%	-25%	?	-20%
GLP1R ag	15%	14%	4%	-4%	3%	·	-2%	7%
GLP-1R inv ag	24%	12%	-5%	1%	11%	?	?	7%[0.307 µM]
PTHR1 ag	i	i	i	i	-1%	-86%[inhibitor]	i	i
TDP-43 yeast inh	-2%	-16%	-6%[9.22 µM]	8%	-6%	20µM*	6%	3%

9. COc1ccc(-n2c(/C=C(\C)O)nc(=O)c3c(C)cc(C)nc32)cc1
10. COc1ccc(C(=O)Oc2ccc(C)cc2)cc1S(=O)(=O)N1CCOCC1
11. CC(=O)Cc1nsc(NC(=O)c2ccc(-c3ccc(F)cc3)o2)n1
12. CC(C)c1ccc(NC(=O)C(c2ccccc2)N2CCN(C(=O)c3ccco3)CC2)cc1 (stereo not given)
13. CC(C)N1C(=O)C2ON(c3ccccc3)C(c3cccs3)C2C1=O (stereo not given)
14. CCN(C(=O)CCc1nc(-c2ccc(C)cc2)no1)c1cccc(Cl)c1
15. O=C(NCCc1ccc(Cl)cc1)c1nnc(Cc2ccc(F)cc2)o1
16. COc1ccccc1CNC(=O)C1CCN(S(=O)(=O)c2ccc3c(c2)OCCCO3)CC1
Assay by compound	9	10	11	12	13	14	15	16
D3 ag	4	-1	-13	-2	1	-7	4	-5
aSyn rescue	-14%	-6%	2%	4%	5%	·	·	6%
HEK293 tox	-13%	1%	-7%	-4%	-13%	2%	-4%	5%
DRD3 antagonist	25	-3	-1	0	3	·	·	4
KB-V1 MDR tox	7.3µM*	20%	?	1%	16%	-19%	-2%	18µM*
GLP1R ag	-2%	-3%	-4%	-1%	-5%	·	·	2%
GLP-1R inv ag	-28%	4%	5%	?	?	?	0%	6%
PTHR1 ag	-12%	-3%	-53%[inhibitor]	-35%[inhibitor]	-27%	-40%[inhibitor]	i	i
TDP-43 yeast inh	-21%	17%	-7%	4%	23%	?	0%	17%

17. O=C(Cn1cc(COc2ccccc2C(F)(F)F)nn1)c1ccc(O)cc1
18. O=C(NCC(c1cccs1)N1CCOCC1)c1cc(S(=O)(=O)N2CCOCC2)c(Cl)cc1Cl (stereo not given)
19. CCCn1nc(NC(=O)c2ccccn2)c2cc3cc(C)ccc3nc21
20. CCN1CCCC1CNC(=O)C1c2cc(OC)c(OC)cc2C(=O)N(C)C1c1cccnc1 (stereo not given)
21. CC1CN(S(=O)(=O)c2cccc(C(F)(F)F)c2)CC(C)O1 (stereo not given)
22. CCC(=O)n1nc(-c2cccnc2)nc1NCc1ccccc1
23. CCOC(=O)N1CCC(NC(=O)c2ccc3c(c2)N(Cc2cc(C)ccc2C)C(=O)c2ccccc2S3(=O)=O)CC1
24. Cc1ccnc(NC(=O)Cn2c(=O)oc3ccccc32)c1
Assay by compound	17	18	19	20	21	22	23	24
D3 ag	3	1	1	-3	9	3	-5	-2
aSyn rescue	9%	7%	0%	-1%	4%	-11%	·	0%
HEK293 tox	3%	13%	11%	-4%	1%	12%	0%	3%
DRD3 antagonist	?	-3	20	-3	-3	7	·	-19
KB-V1 MDR tox	16%	-4%	-6%	7%	10%	7%	·	?
GLP1R ag	-5%	-3%	-6%	-8%	7%	4%	·	-1%
GLP-1R inv ag	0%	8%	57%[activator]	0%	0%	12%	-28%	2%
PTHR1 ag	i	i	-25%	i	i	-35%[inhibitor]	i	-12%
TDP-43 yeast inh	18%	?	26%	10%	23%	0%	27%	3%

25. COc1ccccc1NC(=O)CSc1nnnn1-c1ccccc1OC
26. Cc1nc2ccc(S(=O)(=O)NC(C(=O)N3CCN(c4cccc(Cl)c4)CC3)C(C)C)cc2s1 (stereo not given)
27. Cc1cccc(NS(=O)(=O)c2cc3c4c(c2)CCC(=O)N4CCC3)c1
28. C/C(=N\NC(=O)COc1ccc(C(C)(C)C)cc1)c1ccc(-n2ccnc2)cc1
29. CCOC(=O)C1=C(CN(CC)Cc2ccccc2)NC(=O)NC1c1ccc(Cl)cc1 (stereo not given)
30. COc1cccc(-n2c(C)nc3cc(C(=O)O)ccc32)c1
31. CC1CCC(NC(=O)c2cc(S(=O)(=O)N(C)C)ccc2N2CCCC2)CC1 (stereo not given)
32. C=CCOC(=O)C1=C(C)NC(=O)NC1c1ccc(OC(=O)c2ccco2)c(OC)c1 (stereo not given)
Assay by compound	25	26	27	28	29	30	31	32
D3 ag	16	3	-3	1	2	-5&-14	-1	3
aSyn rescue	1%	·	5%	5%	·	8%	-1%	0%
HEK293 tox	0%	-6%	-2%	-29%	-13%	1%&1%	16%	-6%
DRD3 antagonist	4	·	-6	1	·	-16	-18	0
KB-V1 MDR tox	-22%	15%	0%	-3%	-8%	6%&-2%	?	?
GLP1R ag	6%	0%	15%	9%	-5%	-3%	-7%	12%
GLP-1R inv ag	0%	12%	6%	?	10µM*	12%&2%	11%	6%
PTHR1 ag	i	-28%	-15%	-19%	-25%	-21%	i	i
TDP-43 yeast inh	0%	?	-6%	20%	-7%	?	16%	-3%

33. COc1ccc(CNCCC(c2ccc(OC(C)C)cc2)c2ccccc2OC)cc1 (stereo not given)
34. COc1ccccc1NC1=NCC(=O)N1Cc1ccccc1
35. COc1ccccc1C1C(C(=O)NCc2ccccc2)=C(C)Nc2ncnn21 (stereo not given)
36. COc1ccc(N2CCN(c3csc4ccccc4c3=O)CC2)cc1
37. CCCn1cc(S(=O)(=O)c2ccc(OC)cc2)c(=O)c2cc(OCC)ccc21
38. O=c1c2oc3ccccc3c2n(Cc2cccc(F)c2)c(=O)n1Cc1ccco1
39. OCC[C@H]1C[C@H](O)[C@@H](O)[C@@]2(OCCCc3ccccc32)O1
40. COc1ccc(OC)c(NC(=O)Nc2cccc(OCc3cc(=O)n4cc(C)ccc4n3)c2)c1
Assay by compound	33	34	35	36	37	38	39	40
D3 ag	-18	2	0	-1	5	-6	3	3
aSyn rescue	-20%	-7%	-1%	·	-5%	·	-10%	·
HEK293 tox	?	27%	1%	-12%	-8%	6%	-21%	-9%
DRD3 antagonist	-25	0	-5	·	-1	·	-15	·
KB-V1 MDR tox	21µM*	6%	19%	18%	6%	3%	20%	13%
GLP1R ag	0%	2%	-9%	·	15%	·	-4%	·
GLP-1R inv ag	5.6µM*	6%	10%	-2%	31%[activator]	-2%	-6%	10%
PTHR1 ag	-7%	15%[57.5 µM]	i	-5%	i	-19%	i	i
TDP-43 yeast inh	-10%	7%	-23%	13%	-5%	-2%	8%	-3%

One compound at a time, as listed above:
OCC[C@H]1C[C@H](O)[C@@H](O)[C@@]2(OCCCc3ccccc32)O1 is entered as D3 ag = 3; aSyn rescue = -10%; HEK293 tox = -21%; DRD3 antagonist = -15; KB-V1 MDR tox = 20%; GLP1R ag = -4%; GLP-1R inv ag = -6%; PTHR1 ag = i; TDP-43 yeast inh = 8%
COc1ccccc1NC1=NCC(=O)N1Cc1ccccc1 is entered as D3 ag = 2; aSyn rescue = -7%; HEK293 tox = 27%; DRD3 antagonist = 0; KB-V1 MDR tox = 6%; GLP1R ag = 2%; GLP-1R inv ag = 6%; PTHR1 ag = 15%[57.5 µM]; TDP-43 yeast inh = 7%

Carrying on:
41. CC(C)(C)c1ccc(-n2ncc3c2CCCC3NC(=O)c2cnccn2)cc1 (stereo not given)
42. Cc1ccc(/C=C(\C#N)C(=O)Nc2c(C)cccc2C)s1
43. CCOc1ccc(NC(=O)C2CCN(C(=O)NC3CCCCC3)CC2)cc1
44. COc1ccccc1CNC(=O)/C=C/c1ccc(S(=O)(=O)N2CCOCC2)cc1
45. CCOCCCNC(=O)c1ccc2c(c1)ncn2-c1ccccc1OC
46. CCOc1[nH]n(-c2ccc(Cl)cc2)c(=O)c1C=NCc1cccnc1
47. COc1ccc(N2CCN(C(=O)COC(=O)CCOc3ccc(C(C)(C)C)cc3)CC2)cc1
Assay by compound	41	42	43	44	45	46	47
D3 ag	9	-10	0	0	1	2	1
aSyn rescue	3%	0%	2%	0%	0%	8%	0%
HEK293 tox	0%	1%	-17%	-4%	-5%	-7%	2%
DRD3 antagonist	20	-80*	-11	9	-17	10	15
KB-V1 MDR tox	-29%	1%	1%	-22%	-18%	12%	7%
GLP1R ag	2%	0%	-2%	9%	20%	14%	1%
GLP-1R inv ag	-46%	0%	0%	13%	1%	14%	16%
PTHR1 ag	-86%[inhibitor]	i	-5%	-11%	i	i	-8%
TDP-43 yeast inh	9%	-8%	14%	19%	0%	25%	5%
